USP2a inh = USP2a (human) protease inhibition | Potency, µM (highest dose often 38.3 µM), without a hit: top-dose activity change, negative = inhibition, actives largely listed as inhibitors | USP2 core, Ub-CHOP2 coupled fluorogenic reporter, 485/531 | O75604 | 0.01% of 330,000 active;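 further: potency means the concentration at half of the fitted maximal effect; plate controls were DMSO wells for no effect and full inhibition by NEM control for full effect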
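Deubiquitinase activity read as fluorescence (485/531 nm) after Ub-CHOP2 cleavage activates the enterokinase reporter on its substrate; USP2 core 10nM, Ub-CHOP2 and substrate 25nM each, 30min compound preincubation then 60min RT; data normalized to NEM, curves fitted.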
TSHR antagonist = antagonists of human thyroid stimulating hormone receptor; P16473; TSHR-expressing cells, TSH-stimulated cAMP HTRF, 2 h; hits give low values; activity change, negative = inhibition, % at 11.5 µM; 0.2% of 330,000 active; AID 504810;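 active means activity change below a set negative limit, meaning inhibition stronger than a set level, cut at about -70% in these data; inconclusive means activity change between two set negative limits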; further: on the % scale 0 is the no-effect control and ±100 the full control effect
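TSHR-expressing cells, 200/well, pre-treated with compound, then stimulated with EC80 TSH (4nM final) for 2 hours at 37 deg C. cAMP measured by competitive HTRF: anti-cAMP cryptate antibody in lysis buffer plus cAMP-d2, read after 30 minutes at room temperature.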
ELG1 repair inh = ELG1-dependent DNA repair inhibition; HEK293T ELG1-luciferase reporter, luminescence, 16 h; DNA damage induced by 5-fluorouridine; Potency, µM (highest dose often 46.1 µM), for inactives: top-dose activity change, negative = inhibition, hits mostly inhibitors; 2.3% of 330,000 active; further: potency means the concentration at half of the fitted maximal effect; on the % scale 0 is the no-effect control and ±100 the full control effect; nearly all actives have a fitted effect of over 55% in size
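Reporter activity after DNA damage by 5-fluorouridine is monitored. Compound-treated cells incubate 16 hr at 37 °C, then ONE-Glo is added for 30 min before luminescence reading.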
TCR activator = activators of T cell receptors; primary human leukocytes, anti-CD3, IL-2 HTRF, 48 h; AID 504894; 330,000 tested, under 10 active; Potency, µM (highest dose often 9.22 µM), without a hit: top-dose activation of IL-2 secretion, usual class: activators; further: % of control where 0% means no effect
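Primary human leukocytes were stimulated with a-CD3 beads plus compounds for 48 hr without co-stimulation; secreted IL-2 was quantified by HTRF using a-IL-2-K (europium cryptate) and a-IL-2-d2, excited at 320nm with acceptor emission read at 665nm.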
Mito fusion act = blocks mitochondrial division or promotes mitochondrial fusion | S. cerevisiae fusion-defective mutant growth rescue, CellTiterGlo 48 h | Potency, µM (titrated, usually from 46.1 µM), for inactives: at the top dose growth rescue (activation), hits mostly activators | 0.23% of 320,000 active | AID 485298;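 further: potency means the concentration at half of the fitted maximal effect; % of control where 0% means no effect; nearly all actives have a fitted effect of over 45% in size; temperature-sensitive fusion mutants such as fzo1-1 at 37 °C on non-fermentable ethanol glycerol medium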
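S. cerevisiae fusion-defective temperature-sensitive mutants (e.g. fzo1-1, mgm1-5) grown 48 h at 37C in YPEG (ethanol/glycerol non-fermentable) medium with 23 nl compound per well; growth rescue read as CellTiterGlo luminescence.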
AT treatment = candidate therapy for ataxia-telangiectasia | 0.19% of 320,000 active | […] A-T fibroblasts, KAP-1 phosphorylation AlphaLISA; neocarzinostatin DNA damage 30 min before lysis | Potency, µM (doses to about 57.5 µM), inactives show at the highest dose activation, most hits filed as activators; further: potency means the concentration at half of the fitted maximal effect; % of control where 0% means no effect; nearly all actives have a fitted effect of over 45% in size
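ATM-like activity read as KAP-1 phosphorylation via AlphaLISA donor/acceptor antibody pairs after lysis and 6 hr at 25C. Cells were ATM-null patient fibroblasts ([…], hTERT), dosed 60 min, then exposed to the DSB inducer NCS for 30 min.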
KCNH2 3.1 inh = blocks the human KCNH2 3.1 channel isoform. activity change, % (tested at about 1.8 µM). U2OS KCNH2 3.1, thallium flux FluxOr; hits give low values. 0.95% of 340,000 active;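 active means maximum activity change below -70%; inconclusive means maximum activity change from -70% to -50%; inactive means maximum activity change above -50%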;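 further: thallium influx rate constant from kinetic fluorescence after stimulation buffer; on the % scale 0 is the no-effect control and ±100 the full control effect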
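Channel expression came from 3.1 mutant virus (1.77 x 10^8 /mL) applied to suspended U2OS cells for 4 h. Flux was tracked with FluxOr dye plus Red40 quencher, and kinetic rate constants normalized to controls.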
KCNH2 WT inh = inhibitors of human wildtype KCNH2 potassium channel; U2OS, BacMam KCNH2, thallium flux FluxOr; hits give low values; Q12809; activity change, % at 1.84 µM; 0.37% of 340,000 active; AID 720551;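 active means maximum activity change below -70%; inconclusive means maximum activity change between -70% and -50%; inactive means maximum activity change above -50%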; further: on the % scale 0 is the no-effect control and ±100 the full control effect
Target sequence (Q12809 whole entry, looked up): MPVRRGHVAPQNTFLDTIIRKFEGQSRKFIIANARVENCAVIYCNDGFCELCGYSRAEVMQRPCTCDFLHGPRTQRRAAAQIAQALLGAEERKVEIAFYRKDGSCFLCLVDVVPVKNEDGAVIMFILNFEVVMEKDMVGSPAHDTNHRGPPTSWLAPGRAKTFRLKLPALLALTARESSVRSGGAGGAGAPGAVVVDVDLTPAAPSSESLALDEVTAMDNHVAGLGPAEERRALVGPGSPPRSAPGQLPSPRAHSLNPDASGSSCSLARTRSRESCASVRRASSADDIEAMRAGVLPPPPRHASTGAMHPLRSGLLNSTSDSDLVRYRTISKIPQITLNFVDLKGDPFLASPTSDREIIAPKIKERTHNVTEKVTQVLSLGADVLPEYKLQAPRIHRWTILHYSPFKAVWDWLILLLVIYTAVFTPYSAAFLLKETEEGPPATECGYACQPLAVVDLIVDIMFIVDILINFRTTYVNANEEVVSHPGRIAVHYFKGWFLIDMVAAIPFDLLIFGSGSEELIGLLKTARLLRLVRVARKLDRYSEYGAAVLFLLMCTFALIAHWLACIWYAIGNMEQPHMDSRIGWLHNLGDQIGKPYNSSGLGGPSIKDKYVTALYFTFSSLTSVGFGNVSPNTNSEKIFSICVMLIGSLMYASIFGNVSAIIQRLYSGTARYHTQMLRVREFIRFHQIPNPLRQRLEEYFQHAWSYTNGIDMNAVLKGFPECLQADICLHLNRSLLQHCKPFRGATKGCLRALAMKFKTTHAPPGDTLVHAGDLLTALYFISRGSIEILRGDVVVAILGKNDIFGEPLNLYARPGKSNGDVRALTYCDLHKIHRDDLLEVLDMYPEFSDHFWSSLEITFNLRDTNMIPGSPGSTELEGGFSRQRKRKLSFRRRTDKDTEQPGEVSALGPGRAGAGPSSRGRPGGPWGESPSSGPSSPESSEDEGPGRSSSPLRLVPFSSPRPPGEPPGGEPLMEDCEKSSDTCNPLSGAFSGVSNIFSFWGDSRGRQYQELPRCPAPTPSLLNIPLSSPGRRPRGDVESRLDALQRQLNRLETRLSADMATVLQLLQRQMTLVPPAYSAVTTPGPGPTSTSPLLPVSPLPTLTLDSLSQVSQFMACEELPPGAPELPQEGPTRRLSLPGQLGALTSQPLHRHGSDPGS
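U2OS cells transduced with wild-type KCNH2 virus are loaded with FluxOr dye for 45 min, and thallium flux is measured in kinetic reads before and after stimulation buffer. Rate constants are normalized to DMSO controls.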
Eya2 phos inh = inhibitors of human Eya2 phosphatase activity; O00167; recombinant Eya2, OMFP fluorescence dephosphorylation (OMFP is methylfluorescein phosphate); Potency, µM (top dose mostly 76.9 µM), for the others: at the highest dose activity, negative = inhibition, most hits filed as inhibitors; 0.006% of 330,000 active; further: potency means the concentration at half of the fitted maximal effect; on the % scale 0 is the no-effect control and ±100 the full control effect
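Eya2 protein (added as 0.2 uM solution) was preincubated with compound for 10 min at ambient temperature in 50 mM HEPES pH 7.5, 50 mM NaCl, 5 uM MgCl2, 0.05% BSA, 1 mM DTT. OMFP (added at 50 uM) then reacted 10 min; fluorescence read at 485/525 nm.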
TRPV1 ag = activates the human vanilloid receptor TRPV1. Q8NER1. TRPV1-expressing cells, Fluo-8 calcium influx, agonist mode. activation, % at 8.33 µM. 0.19% of 320,000 active. AID 540275; in the data active means activation above about 80%; inconclusive means between about 30% and that limit; further: 0% is about no effect
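Fluo-8 calcium influx in TRPV1-expressing cells, kinetic read (ex 480/em 520 nm). Compound added and read 3 min for agonist activity, followed by capsaicin at EC20 final and 2 min further read for enhancement.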
* = called active by the depositor; ? = inconclusive; / = no result given; [ ] = remark or other dose. Unless noted, the call rests on the fitted dose curve; in most records, active means well fitted curve in the direction sought with a large enough effect; inconclusive means small, poorly fitted or top-dose-only effect, or another doubt; inactive means no such curve, though single readings can be large; an effect the other way counts as inactive or inconclusive. These rows are one share of the data; count on the stated rates, not on these rows.

SMILES	USP2a inh	TSHR antagonist	ELG1 repair inh	TCR activator	Mito fusion act	AT treatment	KCNH2 3.1 inh	KCNH2 WT inh	Eya2 phos inh	TRPV1 ag
Cc1nnc(SCC(=O)Nc2cccc([N+](=O)[O-])c2)n1CC1CCCO1 (stereo not drawn)	-7%	3	-2%	-3%	0%	5%	37	1	-6%	1
NC(=O)Nc1ccc(Cl)cc1	-2%	4	0%	1%	7%	-4%	-25	-5	9%	0
COc1ccc(Nc2nc(N)nc(CN3CCC(Cc4ccccc4)CC3)n2)cc1	4%	1	?	3%[46.1 µM]	0%	7%	-116*	-41	-2%	2
Cc1ccc(NS(=O)(=O)c2c(C)[nH]c(C)c2C(=O)N2CCCC2)cc1Cl	-1%	-8	1%	-2%	0%	0%	17	3	6%	-2
CCC(=O)N1CCN(c2ccc(NC(=O)c3ccc(-c4ccccc4)cc3)cc2)CC1	2%	-4	12%	/	-2%	0%	/	/	-14%	4
C#CCOCCOCCOCCNc1nc(N2CCN(C(=O)[C@H]([C@@H](C)CC)n3cc([C@@H](N)CC(C)C)nn3)CC2)nc(N2CCN(C(=O)[C@H](Cc3cc4ccccc4[nH]3)n3cc([C@@H](N)Cc4ccc(O)cc4)nn3)CC2)n1	0%	8	-3%	-8%	-1%	-5%	6	2	-11%	-2
Cc1cc(C)cc(NC(=O)c2oc3ccccc3c2COc2ccccc2)c1	3%	-13	14%	-2%[46.1 µM]	8%	11%	-20	0	-1%	3
CC1CCc2sc(C(=O)NNS(=O)(=O)c3ccc(F)c(F)c3F)cc2C1 (stereo not drawn)	2%	2	?	-7%	14%	0%	10	-2	25%	11
CCc1ccc(C(=O)C[n+]2cccc3cc(OC)ccc32)cc1	0%	3	-10%	1%	-4%	7%	-14	-3	4%	6
COc1ccc(NC(=O)COc2ccc3c(c2)CCC3)cc1	2%	13	-2%	-2%	0%	3%	2	2	2%	?
CCOC(=O)C1CCN(C(=O)COc2ccc(Cl)cc2)CC1	0%	2	-1%	0%	1%	3%	-7	-12	-13%	25
O=C(O)c1cc(S(=O)(=O)N2CCCCC2)ccc1F	2%	-4	-1%	1%	-1%	8%	-9	3	-11%	/
COc1ccc(OCCOC(=O)c2ccc(-n3cnnn3)cc2)cc1	4%	-16	-2%	-1%	2%	/	1	4	-19%	1
CCn1nnnc1NCc1ccc(OCc2c(F)cccc2Cl)c(OC)c1	1%	16	-10%	8%	13%	-3%	0	-7	-8%	?
CC1=C(C(=O)OCC2CCCO2)C(c2ccncc2)C2=C(CC(C)(C)CC2=O)N1 (stereo not drawn)	1%	5	-3%	-1%	6%	9%	3	0	-2%	3
O=C1CCC([N+](=O)[O-])C(c2cccc(Br)c2)N1 (stereo not drawn)	1%	15	1%	4%[46.1 µM]	0%	-3%	/	0	-7%	-6
NC(=O)c1nsc(C(=O)N(Cc2cccnc2)C(C(=O)NC2CCCCC2)c2ccc(F)cc2)c1N (stereo not drawn)	4%	11	-1%	-4%	-8%	-10%	31	2	-2%	24
COc1ccc(OCC(=O)Nc2ccc(N3CCCCC3)cc2)cc1	2%	6	-10%	-1%	1%	-2%	-15	2	4%	?
O=S(=O)(NC1CCCCCC1)c1cccc2cccnc12	3%	5	-7%	-2%	-2%	6%	1	32	11%	15
CCOc1ccc(N(C(=O)Nc2ccccc2)C2=NCCC2)cc1	1%	5	-5%	1%	6%	/	0	-23	16%	9
COCCNC(=O)C(c1ccc(O)cc1)N(Cc1ccccc1)C(=O)CCC(=O)Nc1nccs1 (stereo not drawn)	-2%	-3	14%	-2%	2%	-1%	5	-3	-5%	0
CCCOC(=O)c1ccc(NC(=O)c2cnccn2)cc1	2%	-10	?	-1%	-1%	-7%	-4	-13	-26%	?
O=c1c2ccccc2c(/C=N/n2cnnc2)c(O)n1-c1ccccc1	-1%	-6	6%	-2%	2%	7%	5	0	-3%	0
O=C(Nc1ccncc1)C1CCN(S(=O)(=O)c2ccc(Cl)c(C(F)(F)F)c2)CC1	2%	4	-5%	11%	-9%	4%	-29	15	-6%	?
COc1ccccc1/C=N/NC(=O)CCn1cnc2ccccc21	-1%	-7	0%	3%[46.1 µM]	-11%	-2%	5	12	-12%	0
CCOc1ccc(CN2C(=O)c3ccccc3C2=O)cc1C(=O)NC1CC(C)(C)NC(C)(C)C1	0%	-2	1%	4%	-1%	-6%	-1	2	5%	0
CN(C)c1ncc(CN2CCC(CO)(CCCc3ccccc3)CC2)s1	2%	-6	?	3%	2%	-23%	-7	20	?	2
COc1cccc(C(=O)NNC(=S)NC2CCCCC2)c1	5%	13	?	-1%	-5%	0%	-7	-7	-26%	5
CN(CC(=O)N1CCOCC1)S(=O)(=O)c1ccc2ccccc2c1	-1%	-9	1%	-1%	4%	4%	-2	-5	4%	26
CCOc1ccc(C(CC(=O)O)NC(=O)C2c3ccccc3Oc3ccccc32)cc1 (stereo not drawn)	3%	-1	5%	-2%[46.1 µM]	-3%	1%	4	/	5%	1
O=C(NCCOc1ccccc1)c1cncc(Br)c1	4%	25	?	1%	1%	1%	5	-17	-5%	14
CC(=O)N1CCc2cc(S(=O)(=O)NCCC(=O)N3CCN(c4ccccn4)CC3)ccc21	1%	4	?	3%	2%	0%	-5	2	-14%	6
CNC(=S)NNC(=O)c1ccc2c(c1)OCO2	-1%	-7	-1%	-3%	-4%	-1%	-1	-8	0%	2
O=c1[nH]c2ccccc2s1	2%	-2	3%	4%	2%	-8%	-4	-33	7%	0
Cc1cc(C)c(S(=O)(=O)N2CCN(C(=O)c3ccc4c(c3)OCO4)CC2)c(C)c1	1%	0	-19%	-4%	5%	-4%	-2	-3	1%	3
O=C(CC(C(=O)O)c1cccc(Cl)c1Cl)c1ccccc1 (stereo not drawn)	2%	4	3%	7%	9%	0%	8	-4	-1%	3
Cc1ccc(-c2nc(CS(=O)CC(=O)NCCCc3ccccc3)c(C)o2)cc1 (stereo not drawn)	1%	-2	0%	-1%	-4%	-1%	-5	-5	5%	5
COc1ccc(-c2cnc(SCC(=O)Nc3ccc4c(c3)OCO4)n2Cc2ccco2)cc1	-12%	8	?	4%	11%	/	-8	-1	-5%	2
O=C(CSc1nnnn1-c1ccccc1)NC(=O)Cc1ccccc1	1%	5	-1%	1%	2%	5%	4	-1	7%	15
O=c1[nH]cnc2c1nc(SCc1ccccc1)n2C1OC(CO)C(O)C1O (stereo not drawn)	-1%	-2	10%	/	-5%	6%	1	0	-9%	1

Whole records from above:
Cc1ccc(-c2nc(CS(=O)CC(=O)NCCCc3ccccc3)c(C)o2)cc1 (stereo not drawn) in the list: USP2a inh = 1%; TSHR antagonist = -2; ELG1 repair inh = 0%; TCR activator = -1%; Mito fusion act = -4%; AT treatment = -1%; KCNH2 3.1 inh = -5; KCNH2 WT inh = -5; Eya2 phos inh = 5%; TRPV1 ag = 5
O=C(CSc1nnnn1-c1ccccc1)NC(=O)Cc1ccccc1 in the list: USP2a inh = 1%; TSHR antagonist = 5; ELG1 repair inh = -1%; TCR activator = 1%; Mito fusion act = 2%; AT treatment = 5%; KCNH2 3.1 inh = 4; KCNH2 WT inh = -1; Eya2 phos inh = 7%; TRPV1 ag = 15

Following part
SMILES	USP2a inh	TSHR antagonist	ELG1 repair inh	TCR activator	Mito fusion act	AT treatment	KCNH2 3.1 inh	KCNH2 WT inh	Eya2 phos inh	TRPV1 ag
CCN1CCN(CC(=O)Nc2nc3ccc(C)cc3s2)CC1	2%	6	1%	/	0%	-12%	21	16	8%	0
O=C(Nc1cnccn1)c1ccc(Cl)cc1	-1%	7	-2%	1%	6%	-5%	-7	0	-10%	?
Cc1ccc2cccc(S(=O)(=O)N3CCN(c4cccc(Cl)c4)CC3)c2n1	-6%	-14	?	-5%	30%	2%	-40	-10	-3%	-3
CCOCC(=O)Nc1ccc(OCc2ccccc2)cc1	0%	13	?	/	-2%	3%	9	-5	3%	5
CCc1ccc2c(c1)cc(CN(C(=S)Nc1ccc(Cl)cc1)C1CC1)c1nnnn12	0%	10	10%	/	7%	-7%	?	-18	4%	5
CCCCOc1ccc(CSCCNC(=S)Nc2ccccc2)cc1	4%	-30	-26%	1%[46.1 µM]	8%	2%	-9	5	-2%	25
COCCNC(=O)CCC(=O)NNc1nc2ccccc2c2nc(C)nn12	3%	17	5%	8%	10%	-3%	-9	10	-1%	-8
Cc1ccc(NC(=O)c2ccc3c(=O)n4c(nc3c2)CCC4)cc1F	-4%	-12	?	5%	5%	-2%	-19	-10	0%	0
O=C1c2ccccc2C2(c3ccccc3)NCCCN12 (stereo not drawn)	0%	5	-16%	-10%	-8%	-1%[11.5 µM]	-8	-28	-6%	-2
O=C(COC(=O)c1ccccc1SCC(=O)N1CCCC1)Nc1ccccc1C(F)(F)F	-1%	-8	5%	2%	-3%	14%	-3	-11	1%	0
CCn1cnc2cc(NS(=O)(=O)c3ccc(OC)c(OC)c3)ccc21	0%	4	-15%	-1%	3%	-14%	3	-8	2%	1
O=C(Nc1cccc(NC(=O)c2c(F)cccc2F)n1)c1c(F)cccc1F	-6%	3	?	5%	?	0%	10	22	1%	5

Bioassay records: PubChem, National Center for Advancing Translational Sciences (NCATS)
